Bioassay records as filed in PubChem.
BRCA1 expr up: increases BRCA1 expression; hit rate 1.1% among 380,000; MCF7-BRCA1-FFLuc reporter, luminescence, 48 h; response scale: scaled: vehicle 0%, 10 µM genistein 100%; AID 624202; Potency, µM (series often up to 46.1 µM), without a hit: at the top dose activation, hits mostly activators; further: nearly all actives have a fitted effect of over 80% in size; some results filed as inactive show a strong effect at the top dose
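Luminescence from a BRCA1-driven firefly luciferase in MCF7 cells was read after 48 h compound exposure at 37 C. Data normalized against DMSO and a 10microM genistein activation control, then curve-fitted across the titration.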
uPA surface inh: cell surface uPA generation inhibition. cell surface uPA generation assay, qHTS. AID 540303. hit rate 0.31% among 330,000. Potency, µM (doses to about 38.3 µM), for the others: at the highest dose activity change, negative = inhibition, hits mostly inhibitors; active means well fitted inhibition curve with a large enough effect; inconclusive means small, poorly fitted or top-dose-only effect; inactive means no such curve, though single readings can be large or run the other way; tested in mouse RAW 264.7 cells; further: on the % scale 0 is the no-effect control and ±100 the full control effect; nearly all actives have a fitted effect of over 55% in size
Rab9 promoter act: activates the Rab9 promoter; hit rate 2.8% among 320,000; Potency, µM (series often up to 9.22 µM), for inactives: at the highest dose activation, negative = inhibition, usual class: activators; Huh7 Rab9 promoter-luciferase reporter, luminescence, 24 h; further: % of control where 0% means no effect; nearly all actives have a fitted effect of over 60% in size
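Promoter activation is measured as luciferase luminescence in Huh7 cells stably transfected with a Rab9 promoter–luciferase construct, following 24 h compound exposure at 37 °C and 10 min reagent incubation at ambient temperature.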
FLuc counter: inhibits or activates purified firefly luciferase, miR-21 counter-screen. P08659. Potency, µM (doses to about 57.5 µM), for the others: at the highest dose activity change, negative = inhibition, hits mostly inhibitors. purified FLuc, Km substrates, luminescence inhibition. hit rate 6.9% among 360,000;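 further: plate controls were vehicle for no effect and reference inhibitor for full effect; nearly all actives have a fitted effect of over 55% in size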
Target sequence (P08659 whole entry, looked up): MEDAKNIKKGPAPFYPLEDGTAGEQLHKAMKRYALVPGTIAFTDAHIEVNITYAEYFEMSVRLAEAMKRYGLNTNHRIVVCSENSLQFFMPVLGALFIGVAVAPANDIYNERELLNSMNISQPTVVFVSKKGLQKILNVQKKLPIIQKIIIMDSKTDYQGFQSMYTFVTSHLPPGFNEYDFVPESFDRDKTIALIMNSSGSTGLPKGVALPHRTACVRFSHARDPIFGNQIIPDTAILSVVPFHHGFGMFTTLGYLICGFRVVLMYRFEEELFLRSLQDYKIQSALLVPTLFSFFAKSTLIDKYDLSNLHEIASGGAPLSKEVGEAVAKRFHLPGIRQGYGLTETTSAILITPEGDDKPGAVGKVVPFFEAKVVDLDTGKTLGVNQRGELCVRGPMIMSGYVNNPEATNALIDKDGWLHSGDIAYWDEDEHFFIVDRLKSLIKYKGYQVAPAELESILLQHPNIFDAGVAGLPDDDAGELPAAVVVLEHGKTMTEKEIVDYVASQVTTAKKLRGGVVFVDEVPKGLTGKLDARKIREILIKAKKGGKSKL
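Purified P. pyralis luciferase (10nM final) with 10uM D-luciferin and 10uM ATP (Km levels) in 50mM Tris acetate pH 7.5, 10mM Mg acetate, 0.01% Tween-20, 0.05% BSA; qHTS 6-point titration, ~60 µM downward; luminescence read.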
ELG1 genotoxic: inducers of genotoxicity in HEK293T ELG1-luciferase cells; HEK293T ELG1-luciferase reporter, luminescence, 16 h; Potency, µM (top dose mostly 46 µM), for inactives: at the highest dose activity change, positive = activation, actives largely listed as activators; hit rate 1.3% among 330,000; AID 504466; further: % of control where 0% means no effect; nearly all actives have a fitted effect of over 60% in size
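Screening used a luciferase reporter fused to human ELG1 in HEK293T cells. Luminescence was read on a CCD plate imager after 16 hr exposure and 30 min ONE-Glo incubation.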
MBNL1 CUG block: MBNL1-poly(CUG) RNA binding inhibition. AID 2675. TR-FRET MBNL1-His/biotin-(CUG)12 binding, 665/545 ratio. hit rate 0.036% among 280,000. Potency, µM (doses to about 57.5 µM), for inactives: at the top dose activity change, negative = inhibition, usual class: inhibitors. Q9NR56; active means well fitted inhibition curve with a large enough effect in the signal ratio, with a control signal flat, not every such curve was filed as active; inconclusive means small, poorly fitted or top-dose-only effect, or effect the other way, or a change in a side signal; inactive means no such curve, though single readings can be large or run the other way; the % refers to the signal ratio; further: on the % scale 0 is the no-effect control and ±100 the full control effect
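MBNL1-His + Biotin-(CUG)12, cpd titration 92 nM–58 uM; Tb anti-His Ab 0.055 ng/ul, SA-XL665 5 nM (final); 60 min RT; ratiometric 665/545 nm, Ex 340 nm; normalized to buffer and full-complex controls.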
p53 reactivation: mutant p53 re-activation in reporter cells; Potency, µM (series often up to 92.2 µM), for the others: at the top dose activity change, positive = activation, hits mostly activators; hit rate 0.063% among 320,000; H1299 p53-A138V BP100-luciferase reporter, luminescence, 24 h; further: % of control where 0% means no effect; nearly all actives have a fitted effect of over 45% in size
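H1299 (p53-null), stable ts p53-A138V + BP100-Luc; 1000 cells/well, Opti-MEM/10% FBS; cpd 4 pt, 1:5; 24 h, 37 deg C, 5% CO2; detection reagent 10 min RT; luminescence.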
Gal4-VP16 FLuc: counter-screen for ROR gamma inhibitors: Gal4-VP16 reporter; hit rate 3.5% among 310,000; AID 2546; Drosophila S2 Gal4-VP16 UAS-luciferase, luminescence, 20 h; Potency, µM (titrated, usually from 53.6 µM), inactives show at the highest dose activity, negative = inhibition, actives largely listed as inhibitors;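 further: Gal4-VP16 expression switched on by copper sulfate through the metallothionein promoter; on the % scale 0 is the no-effect control and ±100 the full control effect; nearly all actives have a fitted effect of over 50% in size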
NPC1 prom act: activates the NPC1 promoter; Huh7 NPC1 promoter luciferase reporter, 24 h; Potency, µM (series often up to 9.22 µM), for the others: at the top dose activation, hits mostly activators; hit rate 2.4% among 320,000;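 further: % of control where 0% means no effect; nearly all actives have a fitted effect of over 60% in size; reporter is driven by a mutant NPC1 promoter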
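Luminescence read-out of NPC1 promoter-driven luciferase in stably transfected Huh7 cells; compounds delivered in DMSO and left 24 h at 37C, 5% CO2, qHTS titration format.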
RORg inh: ROR gamma (mouse) transcription inhibition | Drosophila S2 Gal4-RORgamma UAS-luciferase reporter, 20 h | Potency, µM (titrated, usually from 53.6 µM), for inactives: top-dose activity change, negative = inhibition, hits mostly inhibitors | AID 2551 | hit rate 5.4% among 310,000; further: on the % scale 0 is the no-effect control and ±100 the full control effect; nearly all actives have a fitted effect of over 60% in size
Target sequence (P51450 whole entry, looked up, the tested form may be a part): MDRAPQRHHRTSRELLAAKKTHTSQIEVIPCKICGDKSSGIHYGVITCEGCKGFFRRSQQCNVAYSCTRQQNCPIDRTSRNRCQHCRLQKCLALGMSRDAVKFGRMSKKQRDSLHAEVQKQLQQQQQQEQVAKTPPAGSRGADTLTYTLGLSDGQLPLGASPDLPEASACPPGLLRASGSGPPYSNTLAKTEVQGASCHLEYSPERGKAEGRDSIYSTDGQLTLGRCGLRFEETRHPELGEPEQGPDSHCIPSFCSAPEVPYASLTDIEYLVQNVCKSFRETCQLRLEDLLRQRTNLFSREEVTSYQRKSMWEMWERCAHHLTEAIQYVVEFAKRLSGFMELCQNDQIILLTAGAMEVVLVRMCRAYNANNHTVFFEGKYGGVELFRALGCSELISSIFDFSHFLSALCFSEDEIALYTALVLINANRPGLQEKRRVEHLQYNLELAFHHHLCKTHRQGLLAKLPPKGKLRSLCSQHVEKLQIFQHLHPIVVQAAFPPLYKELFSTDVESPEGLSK
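Drosophila S2 cells stably expressing Gal4-DBD/mouse RORγ fusion under metallothionein promoter plus UAS-luciferase; compound 1 h, then 700 uM CuSO4 induction for 20 h at ambient temperature; inhibition read as reduced luminescence.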
Active calls of the source: *; u = inconclusive; x = not tested or not shown; [ ] = remark or other dose. Unless noted, the call rests on the fitted dose curve; in most records, active means well fitted curve in the direction sought with a large enough effect; inconclusive means small, poorly fitted or top-dose-only effect, or another doubt; inactive means no such curve, though single readings can be large; an effect the other way counts as inactive or inconclusive. Potency means the concentration at half of the fitted maximal effect. Hits appear at their usual frequency; overall some 13% were active at least once.

The first 2 entries, ahead of the listing:
Structure	BRCA1 expr up	uPA surface inh	Rab9 promoter act	FLuc counter	ELG1 genotoxic	MBNL1 CUG block	p53 reactivation	Gal4-VP16 FLuc	NPC1 prom act	RORg inh
Cc1cc(S(=O)(=O)Nc2ccc(C(=O)NCC(c3ccco3)N3CCCC3)cc2)ccc1F (stereo not given)	2%	0%	-2%	8%	-1%	-11%	23%	3%	5%	-4%
COc1ccc(CNCc2cccc(Cl)c2)cc1	24%	-1%	-2%	-1%	-2%	-9%	18%	23%	-1%	-1%

Results (from the top)
Structure	BRCA1 expr up	uPA surface inh	Rab9 promoter act	FLuc counter	ELG1 genotoxic	MBNL1 CUG block	p53 reactivation	Gal4-VP16 FLuc	NPC1 prom act	RORg inh
Cc1cc(S(=O)(=O)Nc2ccc(C(=O)NCC(c3ccco3)N3CCCC3)cc2)ccc1F (stereo not given)	2%	0%	-2%	8%	-1%	-11%	23%	3%	5%	-4%
COc1ccc(CNCc2cccc(Cl)c2)cc1	24%	-1%	-2%	-1%	-2%	-9%	18%	23%	-1%	-1%
O=C(COC(=O)c1ccc(OC(F)(F)F)cc1)Nc1ncccn1	2%	15%	x	x	1%	x	0%	x	x	x
CCCC1(C(=O)O)NC(c2ccccc2O)C2C(=O)N(Cc3ccccc3)C(=O)C21 (stereo not given)	-10%	9%	0%	0%	1%	-8%	4%	-5%	-1%	-14%
Cc1ccc(NC(=O)C2CC(=O)NC(N3CCCCC3)=N2)cc1Cl (stereo not given)	-6%	-3%	2%	0%	-1%	3%	-9%	-2%	2%	-2%
CCOC(=O)c1ccc(NC(=O)c2cn(CCC#N)nc2-c2ccc3c(c2)OCCO3)cc1	4%	5%	-2%	4%	-1%	-10%	-15%	2%	-1%	25%
COC(=O)CCC(=O)Nc1nnc(C(F)(F)F)s1	0%	2%	5%	3%	0%	-1%	-1%	0%	-1%	1%
Cc1ccc(NC(=O)CN(C)C(=O)CSc2ccc3c(c2)OCCO3)cc1	3%	19%	0%	-18%	-1%	x	-1%	x	1%	x
COc1cccc(NC(=O)Nc2nc(-c3ccc(OC)c(OC)c3)cs2)c1	-102%[inhibitor]	-15%	-7%	u	-26%	-1%	-16%	u	-15%	u
O=C(/C=C/c1ccc(Br)cc1)NC(=S)N1CCOCC1	20%	-1%	-4%	13µM*	6%	8%	4%	0.4µM*	2%	0.71µM*

Continuation:
Structure	BRCA1 expr up	uPA surface inh	Rab9 promoter act	FLuc counter	ELG1 genotoxic	MBNL1 CUG block	p53 reactivation	Gal4-VP16 FLuc	NPC1 prom act	RORg inh
Cc1cc(C(=O)N/N=C/c2ccc[nH]2)no1	26%	-3%	11%	-19%	1%	14%	9%	11µM*	2%	10µM*
O=C(O)/C=C/c1cn(Cc2ccccc2)nc1-c1cccs1	9%	-2%	-1%	u	-2%	1%	0%	-5%	-6%	-24%
O=C(CN1C(=O)C(=O)c2ccccc21)c1ccc(Cl)cc1	1%	5%	-1%	-2%	-2%	6%	8%	-4%	0%	29%
O=C(NN1C(=O)/C(=C/c2cccs2)SC1=S)c1cccnc1	-5%	-14%	-6%	-19%	1%	u	-2%	6%	0%	1%
CC(=O)SC(C)CC(=O)Nc1ccccc1 (stereo not given)	0%	-1%	-3%	-1%	1%	-7%	1%	0%	1%	1%
CN(C)S(=O)(=O)c1cccc(COC(=O)CN2CCCCCC2=O)c1	-17%	3%	-7%	3%	-4%	0%	3%	4%	-5%	13%
COc1ccccc1OCc1ccc(C(=O)N2CCN(C)CC2)o1	-1%	7%	-5%	3%	0%	-17%	1%	-15%	0%	7%
Cc1csc2c(=O)sc(NC(=O)c3ccc(F)cc3Cl)nc12	-26%	-1%	-11%	-1%	-9%	-8%	0%	1%	-1%	u
COc1ccc2nc(SCC(=O)/C(C#N)=C(\C)N)[nH]c2c1	u	-5%	0.63µM*	8.5µM*	u	-5%	u	u	1.1µM*	u
CCc1ccc(NC(=O)Nc2c(C)n(C)n(-c3ccccc3)c2=O)cc1	-17%	0%	-10%	3%	-5%	-4%	-1%	1%	0%	-3%

The listing continues:
Structure	BRCA1 expr up	uPA surface inh	Rab9 promoter act	FLuc counter	ELG1 genotoxic	MBNL1 CUG block	p53 reactivation	Gal4-VP16 FLuc	NPC1 prom act	RORg inh
CCOc1ccc(S(=O)(=O)N(C)c2ccc(OCC(=O)NCC3CCCO3)cc2)cc1 (stereo not given)	18%	-4%	3%	-3%	1%	0%	-3%	16%	-2%	18%
Cc1ccc(NC(=O)COC(=O)c2ccc3c(c2)NC(=O)C2CCCN32)cc1C (stereo not given)	x	x	-2%	-6%	-4%	38%[activator]	-5%	-9%	-2%	17%
CN(C)S(=O)(=O)c1ccc(C(=O)NCc2nc3ccccc3s2)cc1	8%	1%	7%	-1%	-2%	3%	-2%	-8%	2%	6%
COCC(=O)N(Cc1cc2cccc(C)c2[nH]c1=O)c1ccccc1	-26%	3%	2%	1%	-2%	-5%	x	x	-1%	x
CC(=O)Nc1ccc(S(=O)(=O)NCc2nc(-c3ccc(C)cc3)no2)cc1	-3%	1%	-4%	1%	-3%	-5%	0%	6%	0%	4%
COC(=O)c1ccc(NC(=O)C23CC4CC(C2)CC(n2cnc(Cl)n2)(C4)C3)cc1	-71%	-4%	2%	-3%	-10%	u	5%	0%	10%	38%
COc1ccccc1N1CCN(C(=O)c2cc(C(=O)N3CCN(c4ccccc4OC)CC3)cc([N+](=O)[O-])c2)CC1	1%	2%	-2%	5%	-1%	4%	6%	-6%	0%	-18%
Cc1cccc([C@@H]2C[C@H]3CN(Cc4cccc(Cl)c4)C(=O)[C@]34CCCN24)n1	-20%	1%	3%	0%	-7%	-2%	-4%	-7%	-1%	21%
O=C(NC(NC(=S)Nc1ccccc1C(=O)O)C(Cl)(Cl)Cl)c1ccco1 (stereo not given)	-16%	2%	-6%	4%	-1%	x	-11%	-6%	-2%	-23%
O=C(Cc1c(O)c2ccccc2[nH]c1=O)NC1CCCCCCC1	-15%	x	10%	2%	2%	4%	-2%	11%	-5%	u

The listing continues.
Structure	BRCA1 expr up	uPA surface inh	Rab9 promoter act	FLuc counter	ELG1 genotoxic	MBNL1 CUG block	p53 reactivation	Gal4-VP16 FLuc	NPC1 prom act	RORg inh
O=C(O)c1cn(Cc2cccnc2)c(=O)c2ccccc12	x	x	-4%	-14%	0%	-10%	1%	-5%	-6%	9%
C=C(C)C(=O)Nc1nnc(-c2ccccc2C)s1	26%	-7%	-2%	2%	0%	4%	4%	-16%	0%	10%
CCn1c(CC(=O)Nc2ccc(F)cc2)nnc1SCC(=O)NC1=NCCS1	-13%	3%	-2%	-1%	0%	-5%	0%	-6%	-3%	1%
OC1CCCN(CC(O)COc2ccc(-c3ccccc3)cc2)C1 (stereo not given)	38%	-1%	23%	-12%	12%	3%	1%	-1%	21%	-19%
COc1ccc(CN2CCNC(=O)C2CC(=O)NCCN2CCCCC2=O)c(F)c1 (stereo not given)	-7%	7%	3%	0%	6%	6%	-14%	3%	0%	-6%
Cc1ncc([N+](=O)[O-])n1Cc1cccc2ccccc12	-42%	-6%	-1%	2%	1%	11%	-5%	-9%	0%	6%
COC(=O)[C@H](Cc1ccccc1)NC(=O)NCc1ccc(C)cc1	-10%	-2%	-7%	21µM*	0%	-3%	-3%	-22%	4%	36%
CCc1ccc(CN(C)C(=O)c2cc(COc3cc(C)c(Cl)c(C)c3)on2)nc1	1%	-2%	2%	2%	-8%	2%	2%	6%	-3%	15%
Cn1nnc2cc(C(=O)Nc3ccccc3F)ccc21	u	1%	u	-25%	u	1%	14%	2%	30%	0%
CCOc1cc(CNCc2ccncc2)cc(Br)c1OCc1ccc(F)cc1	-73%	x	-14%	0%	-8%	-4%	-5%	-24%	1%	u

(next part)
Structure	BRCA1 expr up	uPA surface inh	Rab9 promoter act	FLuc counter	ELG1 genotoxic	MBNL1 CUG block	p53 reactivation	Gal4-VP16 FLuc	NPC1 prom act	RORg inh
Cc1ccc(/C=N/NC(=O)CSc2nc3ccccc3n2C)s1	-15%	0%	7%	u	2%	17%	-4%	-29%	0%	-37%
Cc1ccc(S(=O)(=O)Oc2ccc(/C=C(/NC(=O)c3ccccc3)C(=O)NC(C)C(=O)O)cc2)cc1 (stereo not given)	1%	-31%	-1%	-10%	0%	-11%	3%	-3%	0%	-12%
O=C(N/N=C/c1ccc(Cl)cc1Cl)c1cccc(N2CCCC2=O)c1	42%	-4%	7%	6.7µM*	0%	11%	0%	-3%	13%	8%
Cc1ccc(-c2csc(NC(=O)C3=COCCO3)n2)cc1	u	1%	2.8µM*	15µM*	u	-29%	u	u	u	10%
O=C(NCCCO)C(=O)NCc1ccncc1	-9%	10%	-2%	1%	10%	4%	-2%	-3%[10 µM]	0%	2%
O=C(CN(C(=O)c1csnn1)c1ccccc1)NCCc1ccccc1	9%	1%	-3%	-1%	3%	-10%	7%	-3%	-1%	14%
Cc1ccc(S(=O)(=O)/N=C(/Nc2ccc(F)cc2F)c2ccc(F)cc2)cc1	-1%	-3%	-1%	3%	-1%	-3%	3%	-9%	-2%	-20%
COC(=O)c1ccc2nc(NC(=O)CCS(=O)(=O)c3ccccc3)sc2c1	-47%	-8%	7%	-8%	17%	4%	7%	-17%	3%	0%
O=C(Nc1nnc(N2CCCCCC2)s1)c1cc(-c2ccc(Br)cc2)on1	0%	-12%	-2%	-15%	-4%	-6%	6%	-2%	2%	-27%
